Source: PubChem BioAssay
L3MBTL1 inh = inhibitors of human L3MBTL1. AlphaScreen L3MBTL1–H3K9me1 peptide binding. Potency, µM (doses to about 57.1 µM), for the others: top-dose activity, negative = inhibition, usual class: inhibitors. 0.66% of 230,000 active; further: on the % scale 0 is the no-effect control and ±100 the full control effect; nearly all actives have a fitted effect of over 60% in size
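Displacement of a biotinylated histone H3(1-15) peptide monomethylated at Lys9 (75 nM) from L3MBTL1 (50 nM) was measured by AlphaScreen after a 30 min room-temperature compound incubation; cefsulodin titration served as intraplate control.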
SMN2 splice enh = increases expression of the SMN2 splice variant | HEK293 SMN2-luciferase splicing reporter, luminescence, 30-36 h | Potency, µM (series often up to 46.1 µM), without a hit: top-dose activity change, positive = activation, hits mostly activators | 2.8% of 210,000 active | AID 1458; further: % of control where 0% means no effect; nearly all actives have a fitted effect of over 55% in size
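qHTS luciferase splicing reporter: luminescence rises when SMN2 exon 7 is included in transfected HEK293 cells. Compound exposure lasted 30-36 h at 37C, with 4.5 mM final sodium butyrate as control, followed by a ONE-Glo read.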
RECQ1 helicase = RECQ1 (human) helicase inhibition | 0.54% of 240,000 active | P46063 | AID 2549 | RECQ1 DNA unwinding, red fluorescence kinetic read | Potency, µM (top dose mostly 57.3 µM), for inactives: top-dose activity, negative = inhibition, actives largely listed as inhibitors;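 further: plate controls were vehicle for no effect and no enzyme for full effect; nearly all actives have a fitted effect of over 30% in size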
Target sequence (P46063 whole entry, looked up): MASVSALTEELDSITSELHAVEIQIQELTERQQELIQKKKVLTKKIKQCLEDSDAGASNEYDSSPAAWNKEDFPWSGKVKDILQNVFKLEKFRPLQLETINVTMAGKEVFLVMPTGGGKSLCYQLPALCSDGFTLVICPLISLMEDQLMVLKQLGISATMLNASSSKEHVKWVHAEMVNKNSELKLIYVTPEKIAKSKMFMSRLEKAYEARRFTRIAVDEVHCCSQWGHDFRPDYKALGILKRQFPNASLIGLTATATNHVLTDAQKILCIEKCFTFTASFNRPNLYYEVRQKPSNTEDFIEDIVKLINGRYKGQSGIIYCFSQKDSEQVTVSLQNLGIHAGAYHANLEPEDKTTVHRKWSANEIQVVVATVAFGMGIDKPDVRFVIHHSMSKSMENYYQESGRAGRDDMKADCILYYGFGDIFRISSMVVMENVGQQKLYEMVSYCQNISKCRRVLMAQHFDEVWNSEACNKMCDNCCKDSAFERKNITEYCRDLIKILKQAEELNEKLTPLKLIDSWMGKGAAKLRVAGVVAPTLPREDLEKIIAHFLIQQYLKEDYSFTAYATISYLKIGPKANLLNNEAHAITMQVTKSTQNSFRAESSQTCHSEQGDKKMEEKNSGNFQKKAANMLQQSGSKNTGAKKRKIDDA
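RECQ1T1 50 nM; forked duplex (20 bp + 30-nt ss tails) 200 nM, ATP 2 mM final; pH 8.0, 2 mM MgCl2, 2.5 ug/ml poly(dI-dC); 15 min compound preincubation; discontinuous kinetic read over 2 h at RT.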
JMJD2E inh = inhibitors of human JMJD2E histone demethylase; B2RXH2; JMJD2E catalytic domain, FDH-coupled NADH fluorescence (FDH is formaldehyde dehydrogenase); Potency, µM (series often up to 57.1 µM), inactives show top-dose activity change, negative = inhibition, most hits filed as inhibitors; 1.6% of 230,000 active; AID 2147; active means well fitted inhibition curve with a large enough effect, not every such curve was filed as active; inconclusive means small, poorly fitted or top-dose-only effect, or another doubt; inactive means no such curve, though single readings can be large or run the other way;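 further: 0% = wells with enzyme and -100% = buffer wells without enzyme; nearly all actives have a fitted effect of over 50% in size; many of its hits are not listed in these tables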
Target sequence (B2RXH2 1-337 limits assumed): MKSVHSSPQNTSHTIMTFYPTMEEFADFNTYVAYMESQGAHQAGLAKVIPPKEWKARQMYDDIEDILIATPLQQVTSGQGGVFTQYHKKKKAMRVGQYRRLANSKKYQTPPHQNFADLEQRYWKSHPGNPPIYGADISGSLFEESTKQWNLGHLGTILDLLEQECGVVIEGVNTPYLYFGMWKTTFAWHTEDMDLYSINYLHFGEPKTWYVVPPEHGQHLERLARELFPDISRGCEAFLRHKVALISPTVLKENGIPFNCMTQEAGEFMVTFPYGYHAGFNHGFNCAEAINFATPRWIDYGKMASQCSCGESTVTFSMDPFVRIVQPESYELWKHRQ
KinaseGlo FLuc = blocks Kinase-Glo luciferase, a counter-screen artifact | Kinase-Glo luciferase, ATP luminescence, 8 min | Q27757 | 0.28% of 200,000 active | Potency, µM (titrated, usually from 38.3 µM), for the others: at the top dose activity change, negative = inhibition, hits mostly inhibitors; further: on the % scale 0 is the no-effect control and ±100 the full control effect; nearly all actives have a fitted effect of over 60% in size
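Recombinant Kinase-Glo luciferase, 10 uM ATP (linear range), luciferin; imidazole pH 7.2 / KCl / MgCl2 / Tween / BSA buffer; 8 min RT; luminescence.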
Tau ThT inhib = blocks human tau fibril formation measured by thioflavin T; P10636; recombinant tau K18 P301L (four-repeat tau fragment), heparin-induced fibrillization, ThT fluorescence; Potency, µM (doses to about 57.4 µM), for inactives: top-dose activity, negative = inhibition, actives largely listed as inhibitors; 2.1% of 270,000 active; AID 1460; further: on the % scale 0 is the no-effect control and ±100 the full control effect; nearly all actives have a fitted effect of over 55% in size
Target sequence (P10636 561-689 P618L limits assumed): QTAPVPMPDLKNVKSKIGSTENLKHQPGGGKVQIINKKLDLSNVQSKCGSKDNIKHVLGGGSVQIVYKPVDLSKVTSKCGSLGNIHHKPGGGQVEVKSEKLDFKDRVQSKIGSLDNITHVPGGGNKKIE
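Heparin-induced (20 uM) aggregation of recombinant human K18 P301L tau, 15 uM unlabeled with 0.24 uM labeled, pH 7 acetate buffer, 6 hr at 37 C with compound. Fibrils quantified by 30 uM ThT fluorescence after 1 hr ambient incubation.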
ALDH1A1 block = inhibitors of human aldehyde dehydrogenase 1A1; 7.3% of 220,000 active; Potency, µM (highest dose often 75.3 µM), for inactives: top-dose activity, negative = inhibition, usual class: inhibitors; AID 1030; Purified ALDH1A1, NADH fluorescence, propionaldehyde substrate; P00352; active means well fitted inhibition curve with a large enough effect, not every such curve was filed as active; inconclusive means small, poorly fitted or top-dose-only effect, or another doubt; inactive means no such curve, though single readings can be large or run the other way;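 further: plate controls were no enzyme wells and a reference inhibitor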
LMNA splice mod = changes lamin A minigene splicing in HeLa cells. HeLa LMNA splicing GFP/RFP minigene ratio, 48 h. Potency, µM (series often up to 46.1 µM), without a hit: at the highest dose ratio change, negative = inhibition, actives largely listed as inhibitors. 0.01% of 200,000 active. AID 1487; active means well fitted inhibition curve with a large enough effect in the signal ratio, with a control signal flat, not every such curve was filed as active; inconclusive means small, poorly fitted or top-dose-only effect, or effect the other way, or a change in a side signal; the % refers to the signal ratio; further: on the % scale 0 is the no-effect control and ±100 the full control effect
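S3 HeLa stable clones carrying a lamin A-EGFP splicing minigene plus DsRed2 were seeded at 600 cells/well in Opti-MEM with 2% FBS, pin-dosed and incubated 48 h at 37°C. Acumen cytometry (488 nm) gave the GFP/RFP total-intensity ratio.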
An asterisk follows results filed as active; [ ] = another dose, or the depositor's remark. Unless noted, the call rests on the fitted dose curve; in most records, active means well fitted curve in the direction sought with a large enough effect; inconclusive means small, poorly fitted or top-dose-only effect, or another doubt; inactive means no such curve, though single readings can be large; an effect the other way counts as inactive or inconclusive. Potency means the concentration at half of the fitted maximal effect.

For CCOC(=O)C1=C(CNCc2ccc(C)cc2)NC(=O)NC1c1ccc(OC)cc1 (configuration not stated) the results were RECQ1 helicase inactive, JMJD2E inh -13%, KinaseGlo FLuc 2%, Tau ThT inhib -17%, ALDH1A1 block inconclusive and LMNA splice mod inconclusive.
Screening CCOc1cc(C(N)=O)cc(Br)c1OCc1ccccc1 returned L3MBTL1 inh 6%, SMN2 splice enh -4%, RECQ1 helicase inactive, JMJD2E inh 1%, KinaseGlo FLuc 1%, Tau ThT inhib -2%, ALDH1A1 block 8% and LMNA splice mod -6%[46 µM].
For CCCCSc1nnc(CCC)n1N the results were L3MBTL1 inh 2%, SMN2 splice enh 22%, RECQ1 helicase -1%, JMJD2E inh -3%, KinaseGlo FLuc 3%, Tau ThT inhib -3%, ALDH1A1 block 2% and LMNA splice mod -4%.
For COc1cccc(N=C2CC(C)(C)CC(=O)/C2=C(/O)c2ccccc2)c1 the results were L3MBTL1 inh -44%, SMN2 splice enh -14%, RECQ1 helicase -1%, JMJD2E inh -4%, KinaseGlo FLuc 7%, Tau ThT inhib -6% and ALDH1A1 block inconclusive.
CCOC(=O)c1c(C)[nH]c(C(=O)CN2C(=O)NC(C)(c3ccc(C)cc3)C2=O)c1C (configuration not stated) was read as L3MBTL1 inh -15%, SMN2 splice enh 13%, RECQ1 helicase 1%, JMJD2E inh -20%, KinaseGlo FLuc 1%, Tau ThT inhib -20%, ALDH1A1 block inconclusive and LMNA splice mod 5%.
CC1C(=O)CCC1(C(=O)O)c1ccccc1 (configuration not stated) was read as L3MBTL1 inh 1%, SMN2 splice enh 11%, RECQ1 helicase inactive, JMJD2E inh 1%, KinaseGlo FLuc -2%, Tau ThT inhib -4%, ALDH1A1 block 8% and LMNA splice mod 11%.
O=C(c1cc2c(s1)CCCC2)n1cccn1 was read as L3MBTL1 inh 29%, SMN2 splice enh -1%, RECQ1 helicase 4%, JMJD2E inh -3%, KinaseGlo FLuc -4%, Tau ThT inhib -6%, ALDH1A1 block inconclusive and LMNA splice mod 3%.
COc1ccc(OC2OC3COC(C)(C)OC3C(O)C2NC(C)=O)cc1 (configuration not stated) was read as L3MBTL1 inh 5%, SMN2 splice enh 3%, RECQ1 helicase -4%, JMJD2E inh 1%, KinaseGlo FLuc -2%, Tau ThT inhib -9%, ALDH1A1 block 7% and LMNA splice mod -4%.
`CN(C)CC(c1ccccc1)c1ccccc1` gave L3MBTL1 inh 6%, RECQ1 helicase -1%, JMJD2E inh 6% and Tau ThT inhib -7%.
Cc1cc(NS(=O)(=O)c2ccc3c(c2)OCCO3)no1 was read as L3MBTL1 inh -1%, RECQ1 helicase -17%, JMJD2E inh -3%, Tau ThT inhib -6%, ALDH1A1 block 4% and LMNA splice mod inconclusive.
For CCn1c(NC)cc(=O)n(C)c1=O the results were L3MBTL1 inh -4%, SMN2 splice enh 13%, RECQ1 helicase inactive, JMJD2E inh 5%, KinaseGlo FLuc 0%, Tau ThT inhib 1%, ALDH1A1 block inconclusive and LMNA splice mod -7%.
Screening CCc1ccc(CCC(=O)Nc2sc3c(c2C#N)CCCC3)o1 returned L3MBTL1 inh -20%, SMN2 splice enh -14%, RECQ1 helicase -3%, JMJD2E inh -6%, KinaseGlo FLuc 2%, Tau ThT inhib inconclusive, ALDH1A1 block inconclusive and LMNA splice mod inconclusive.
For Cc1cc(C(=O)N2CC(C)CC(C)C2)n(-c2ccccc2)n1 (configuration not stated) the results were L3MBTL1 inh -1%, SMN2 splice enh -1%, RECQ1 helicase -11%, JMJD2E inh 2%, KinaseGlo FLuc 4%, Tau ThT inhib -13%, ALDH1A1 block 9% and LMNA splice mod -5%.
O=C(CSc1nnc(NC(=O)Cc2ccccc2)s1)NCc1ccco1 was read as L3MBTL1 inh -9%, SMN2 splice enh -6%, RECQ1 helicase inactive, JMJD2E inh -12%, KinaseGlo FLuc 1%, Tau ThT inhib -6%, ALDH1A1 block -2% and LMNA splice mod -11%[46 µM].
Screening Cc1cccc(C(=O)c2ccccc2C(=O)O)c1 returned L3MBTL1 inh 0%, RECQ1 helicase -9%, JMJD2E inh 3%, Tau ThT inhib -4%, ALDH1A1 block -3% and LMNA splice mod 2%[46 µM].
For O=C(CSc1nnc(Nc2ccccc2F)s1)NCc1ccco1 the results were L3MBTL1 inh inconclusive, SMN2 splice enh 1%, RECQ1 helicase -17%, JMJD2E inh 2%, KinaseGlo FLuc -5%, Tau ThT inhib -18%, ALDH1A1 block inconclusive and LMNA splice mod 8%.
Cc1cc(C)c(S(=O)(=O)NCCCN2CCOCC2)cc1Br was read as L3MBTL1 inh 4%, SMN2 splice enh -16%, RECQ1 helicase 17%, JMJD2E inh 1%, KinaseGlo FLuc 0%, Tau ThT inhib -1%, ALDH1A1 block 8% and LMNA splice mod 12%.
For O=c1ccc(-c2n[nH]c(=S)n2-c2ccc(F)c(Cl)c2)n[nH]1 the results were L3MBTL1 inh 1%, SMN2 splice enh inconclusive, RECQ1 helicase -5%, JMJD2E inh -4%, KinaseGlo FLuc -4%, Tau ThT inhib 1%, ALDH1A1 block 0% and LMNA splice mod -8%[46 µM].
For COc1ccc(NC(=O)/C=C/c2ccc(F)cc2)cn1 the results were L3MBTL1 inh -5%, SMN2 splice enh inconclusive, RECQ1 helicase 0%, JMJD2E inh 4%, KinaseGlo FLuc -1%, Tau ThT inhib 6%, ALDH1A1 block 5% and LMNA splice mod inconclusive.
`COc1cc(C(=O)Nc2cccc(-c3nc4cc(C)ccc4o3)c2C)cc(OC)c1OC` gave L3MBTL1 inh -2%, SMN2 splice enh 5%, RECQ1 helicase inactive, JMJD2E inh -4%, KinaseGlo FLuc 1%, Tau ThT inhib 0%, ALDH1A1 block 16% and LMNA splice mod -7%.
Screening Cc1[nH]c2ccccc2c1/C=N/NC(=O)CNC(=O)c1ccccc1 returned L3MBTL1 inh -4%, RECQ1 helicase -7%, JMJD2E inh -3% and Tau ThT inhib inconclusive.
Screening CSc1nc(-c2ccccc2)nn1S(=O)(=O)c1ccc(Cl)cc1 returned RECQ1 helicase -7%, JMJD2E inh 2%, KinaseGlo FLuc -1%, Tau ThT inhib -17%, ALDH1A1 block -1% and LMNA splice mod -2%.
Screening Cc1nc2ccccc2c(=O)n1/N=C/c1ccc([N+](=O)[O-])o1 returned L3MBTL1 inh -13%, RECQ1 helicase 8%, JMJD2E inh -27%, Tau ThT inhib 28µM* and ALDH1A1 block 19µM*.
Cn1cccc1/C=C1\SC(=S)N(NC(=O)c2cccc(Cl)c2)C1=O was read as L3MBTL1 inh -16%, SMN2 splice enh -6%, RECQ1 helicase -6%, JMJD2E inh -7%, KinaseGlo FLuc 1%, Tau ThT inhib 4µM*, ALDH1A1 block 2µM* and LMNA splice mod inconclusive.
`CCOCCCNS(=O)(=O)c1ccc2c(c1)CCN2C(C)=O` gave L3MBTL1 inh -4%, SMN2 splice enh -28%, RECQ1 helicase -3%, JMJD2E inh -5%, KinaseGlo FLuc -7%, Tau ThT inhib -1%, ALDH1A1 block -1% and LMNA splice mod inconclusive.
For COc1ccc(C2NC(=O)N(C)C3=C2C(=O)CC(C)(C)C3)cc1OC (configuration not stated) the results were L3MBTL1 inh -2%, SMN2 splice enh 11%, RECQ1 helicase -1%, JMJD2E inh 0%, KinaseGlo FLuc -2%, Tau ThT inhib 5%, ALDH1A1 block 4% and LMNA splice mod -10%.
For O=C(Cc1ccccc1F)NCC(c1ccco1)N1CCCCC1 (configuration not stated) the results were L3MBTL1 inh 0%, SMN2 splice enh -4%, RECQ1 helicase -7%, JMJD2E inh 3%, KinaseGlo FLuc -1%, Tau ThT inhib -7%, ALDH1A1 block -1% and LMNA splice mod 10%[46 µM].
For Nc1nonc1-c1nc2ccccc2n1CC(=O)O the results were SMN2 splice enh 9%, RECQ1 helicase inactive, JMJD2E inh inconclusive, KinaseGlo FLuc -2%, Tau ThT inhib -15%, ALDH1A1 block -7% and LMNA splice mod -3%.
`Cc1ccc(S(C)(=O)=N/C=C2\C(=O)c3sccc3N(C)S2(=O)=O)cc1` (configuration not stated) gave L3MBTL1 inh -4%, RECQ1 helicase inactive, JMJD2E inh 30%[activator] and Tau ThT inhib inconclusive.
Screening CCCCC(=O)Nc1ccc(C(=O)NNC(=O)CCCOc2ccc(Cl)cc2Cl)cc1 returned L3MBTL1 inh 5%, RECQ1 helicase -6%, JMJD2E inh 7%, Tau ThT inhib -11%, ALDH1A1 block 11% and LMNA splice mod -2%.
`CCOC(=O)/C(N)=C/c1ncc(C(F)(F)F)cc1Cl` gave L3MBTL1 inh -10%, SMN2 splice enh -7%, RECQ1 helicase -7%, JMJD2E inh -15%, KinaseGlo FLuc 7%, Tau ThT inhib -14%, ALDH1A1 block 1% and LMNA splice mod -4%.
`COc1ccc(NC(=O)C(=O)NCCCn2ccnc2)cc1` gave L3MBTL1 inh 8%, RECQ1 helicase 2%, JMJD2E inh 11%, KinaseGlo FLuc 0%, Tau ThT inhib -10% and ALDH1A1 block inconclusive.
CCOc1ccc(NC(=O)Cn2nnc(-c3ccccc3NC(=O)c3cccs3)n2)cc1 was read as SMN2 splice enh -14%, RECQ1 helicase -3%, JMJD2E inh 2%, KinaseGlo FLuc -5%, Tau ThT inhib -8%, ALDH1A1 block -5% and LMNA splice mod -3%.
`O=[N+]([O-])c1ccc(N2CCCC2)nc1` gave L3MBTL1 inh -3%, RECQ1 helicase 0%, JMJD2E inh 5%, Tau ThT inhib inconclusive and ALDH1A1 block -10%.
Screening O/N=C/C1=C(Cl)c2ccccc2CC1 returned L3MBTL1 inh 18%, SMN2 splice enh -10%, RECQ1 helicase inactive, JMJD2E inh -3%, KinaseGlo FLuc -2%, Tau ThT inhib -6%, ALDH1A1 block 5% and LMNA splice mod 21%[46 µM].
For N#Cc1c(-c2ccccc2)nc(SCC(=O)Nc2ccccc2)[nH]c1=O the results were L3MBTL1 inh 5%, SMN2 splice enh 13%, RECQ1 helicase 16%, JMJD2E inh 3%, KinaseGlo FLuc 3%, Tau ThT inhib -6%, ALDH1A1 block -2% and LMNA splice mod -4%.

Not all compounds are listed; the hit share may differ from the screen's.
